HEK293 tox: cytotoxic in the GLP-1 receptor inverse agonist counter-screen; AID 624418; HEK293 cAMP-luciferase reporter cells, luminescence, 24 h; Potency, µM (titrated, usually from 38.3 µM), without a hit: at the top dose activity change, negative = inhibition, most hits filed as inhibitors; hit rate 0.13% among 410,000;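 also: loss of luciferase light is scored as toxicity; potency is read from the fitted curve at half-maximal effect; % is scaled to controls: 0 for no effect and ±100 for the full control effect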
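MLSMR compounds, 24 hr on cells at 37 deg C/5% CO2; luminescence after luciferase reagent (12 min RT). Inhibition counted as the undesired cytotoxic outcome.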
WRN helicase inh: inhibitors of human WRN helicase | Q14191 | WRN helicase unwinding, fluorescent forked duplex, kinetic | Potency, µM (series often up to 114 µM), for inactives: at the top dose activity change, negative = inhibition, actives largely listed as inhibitors | hit rate 0.46% among 360,000 | AID 651768; also: potency is read from the fitted curve at half-maximal effect; % is scaled to controls: 0 for no effect and ±100 for the full control effect; nearly all actives have a fitted effect of over 55% in size
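Primary qHTS, 1536-well format. 20 nM WRN + compound, 15 min RT; start with 100 nM forked fluorophore/quencher duplex, 2 mM ATP (final); kinetic read ex 525/em 598 nm.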
D3 antag: antagonists of human D3 dopamine receptor; P35462; D3R cells, DiscoveRx beta-arrestin luminescence, antagonist mode; hits give low values; max response, negative = inhibition, %; hit rate 2.5% among 360,000; AID 652054; in the data active = max response below about -50%; inconclusive = no clear call, values can overlap the other calls; also: % is scaled to controls: 0 for no effect and ±100 for the full control effect; mostly tested at two doses, the higher about 12 µM
Target sequence (P35462 whole entry, looked up): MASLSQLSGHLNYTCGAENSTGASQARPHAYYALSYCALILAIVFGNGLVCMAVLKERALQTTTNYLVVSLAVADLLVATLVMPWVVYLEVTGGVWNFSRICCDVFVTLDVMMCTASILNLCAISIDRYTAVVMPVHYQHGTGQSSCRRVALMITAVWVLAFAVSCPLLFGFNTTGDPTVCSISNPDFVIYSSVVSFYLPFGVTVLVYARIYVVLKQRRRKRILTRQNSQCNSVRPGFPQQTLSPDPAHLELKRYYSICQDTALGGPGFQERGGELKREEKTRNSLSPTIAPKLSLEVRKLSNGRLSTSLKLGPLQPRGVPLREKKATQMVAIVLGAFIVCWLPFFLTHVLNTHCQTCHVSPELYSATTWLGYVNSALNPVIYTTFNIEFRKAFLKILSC
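Cells expressing the human receptor were seeded at 1500 cells/well, incubated overnight at 37 degrees C in 5% CO2, then exposed to library compounds with dopamine controls for 90 minutes at 37 degrees C before luminescent detection.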
GLP-1R agonist: agonists of human GLP-1 receptor; Potency, µM (top dose mostly 45.6 µM), for inactives: top-dose activation, usual class: activators; P43220; hit rate 0.007% among 380,000; AID 624172; HEK293 GLP-1R CRE-luciferase, luminescence, 4-6 h; cells express a hypersensitive GLP-1R form; also: potency is read from the fitted curve at half-maximal effect; % of control where 0% means no effect
Target sequence (P43220 whole entry, looked up): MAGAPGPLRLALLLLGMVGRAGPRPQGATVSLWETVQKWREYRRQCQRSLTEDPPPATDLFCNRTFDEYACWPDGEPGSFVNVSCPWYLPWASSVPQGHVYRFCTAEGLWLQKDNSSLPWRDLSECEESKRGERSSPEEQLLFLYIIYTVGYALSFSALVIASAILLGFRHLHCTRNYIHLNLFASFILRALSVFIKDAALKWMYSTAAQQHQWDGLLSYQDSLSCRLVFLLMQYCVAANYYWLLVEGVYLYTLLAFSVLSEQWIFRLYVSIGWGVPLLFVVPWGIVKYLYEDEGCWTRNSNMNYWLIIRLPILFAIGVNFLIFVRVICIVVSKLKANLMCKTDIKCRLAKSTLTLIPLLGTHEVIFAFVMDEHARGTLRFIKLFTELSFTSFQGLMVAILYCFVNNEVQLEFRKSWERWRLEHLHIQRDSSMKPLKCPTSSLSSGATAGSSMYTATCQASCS
IL-2 act: activates IL-2 in a cell-based reporter assay. activation, % (series mostly up to about 46 µM). IL-2 activation reporter assay, cell-based qHTS; stimulated with anti-CD3/CD4/CD28 beads; in transgenic mouse T cells. AID 652025. hit rate 0.065% among 360,000; in the data active = activation above about 50%; inconclusive = mostly about 30% to 49%; also: 0% is about no effect
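Unstimulated transgenic mouse T cells; 60-min compound exposure; bead-based TCR/CD4/CD28 stimulation; 18 h culture, 37 degrees C; dual fluorescence (EGFP, DsRed) plate cytometry.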
PLK1 PBD block: PLK1 (human) polo-box domain binding inhibition; P53350; Potency, µM, for the others: max response, negative = inhibition, actives largely listed as inhibitors; hit rate 2.8% among 360,000; Plk1 PBD binding of FITC phosphopeptide, fluorescence polarization; also: potency is read from the fitted curve at half-maximal effect; series mostly up to about 57 µM; % is scaled to controls: 0 for no effect and ±100 for the full control effect; nearly all actives have a fitted effect of over 65% in size
PI5P4K alpha inh: PI5P4K alpha (human) kinase inhibition. P48426. PI5P4Kalpha enzyme, ADP-Glo luminescence, 60 min; hits give low values. max response, %. hit rate 1.2% among 330,000. AID 652105; active = max response of -50% or lower; inconclusive = between -30% and -50%; inactive = -30% or higher; also: value at the top dose of about 77 µM; % is scaled to controls: 0 for no effect and ±100 for the full control effect
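ADP-Glo luminescence end-point read after a 60 min room-temperature kinase reaction of PI5P4Kalpha plus substrate, initiated with ATP at 5 microM final. Buffer: 0.038 M HEPES pH 7.4, EGTA, 0.1% CHAPS, 5% DMSO.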
GLP-1R inv ag: acts as inverse agonist at human GLP-1 receptor. P43220. HEK293 GLP-1R CRE-luciferase, luminescence, 24 h; GLP-1R form is constitutively active. Potency, µM (titrated, usually from 38.3 µM), without a hit: top-dose activity change, negative = inhibition, usual class: inhibitors. hit rate 1.6% among 410,000. AID 624417; also: potency is read from the fitted curve at half-maximal effect; % is scaled to controls: 0 for no effect and ±100 for the full control effect; nearly all actives have a fitted effect of over 55% in size
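Using stably transfected HEK293 (constitutively active GLP-1R, cAMP-luciferase reporter), compounds were incubated 24 hr and luciferase measured by luminescence.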
DRD3 agonist: agonists of human D3 dopamine receptor; max activation, %; D3R DiscoveRx beta-arrestin cells, luminescence, 90 min; AID 652048; P35462; hit rate 0.58% among 410,000; in the data active = max activation above about 30%; also: 0% is about no effect; mostly tested at two doses, the higher about 12 µM
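Agonist-mode cell screen: cells plated at 1500/well and incubated overnight at 37 °C, then exposed to library compounds for 90 min at 37 °C. Detection reagent was added for 30–60 min at room temperature, and luminescence was read.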
Active calls of the source: *; ? = inconclusive; · = no result given; & = joins results of further samples; [ ] = another dose, or the depositor's remark. Unless noted, calls follow the shape of the dose curve; as a rule, active = well fitted curve in the direction sought with a large enough effect; inconclusive = small, poorly fitted or top-dose-only effect, or another doubt; inactive = no such curve, though single readings can be large; an effect the other way counts as inactive or inconclusive.

SMILES | HEK293 tox | WRN helicase inh | D3 antag | GLP-1R agonist | IL-2 act | PLK1 PBD block | PI5P4K alpha inh | GLP-1R inv ag | DRD3 agonist
CC(=O)NCCc1nc2cc(NS(=O)(=O)c3ccc(Cl)cc3)ccc2n1C | 5% | 1% | -4 | 0% | -0.7 | -5% | 2 | 15% | -6
CCCC1S/C(=N/N=C/c2ccco2)NC1=O (stereo unspecified) | -12% | -17% | 9 | 2% | 0.6 | 1% | -1 | 13% | -7
CCOP(=O)(OCC)C(Nc1ccc(F)cc1)c1ccccc1 (stereo unspecified) | -7% | -1% | -10 | 15% | -1.7 | -1% | 1 | -31% | -6
Cc1ccc(/C=C(\C#N)C(=O)NC(C)c2ccccc2)o1 (stereo unspecified) | ? | 4% | -2 | 6% | -4.5 | 3% | 3 | ? | -8
CCOC(=O)/C(C#N)=C1/SC(CC)C(=O)N1c1ccc(Br)cc1 (stereo unspecified) | 49%[activator] | -2% | -11 | -10% | -1.6 | -3% | · | 3% | -5
COc1ccc(C(=O)NCC(=O)OCC(=O)Nc2sccc2C#N)cc1OC | 3% | -28%[57.1 µM] | 3 | 2% | 0.2 | ? | -58* | 5% | -1
Cc1ccccc1NC1=NC(=S)N(c2ccccc2)C12CCOC(C)(C)C2 (stereo unspecified) | -11% | 3% | 17 | -10% | 0.9 | 0% | -2 | -6% | 0
Cc1onc(-c2ccccc2)c1C(=O)NC(=S)NNC(=O)c1ccc(O)cc1 | -22% | -23% | ? | -2% | -1.6 | -10% | -20 | -21% | -12
COc1ccccc1NC(=O)Cn1cncc1-c1ccc([N+](=O)[O-])cc1 | -24% | -4% | -11 | 0% | -5.3 | -1% | 7 | 0% | 7
CCc1cccc(NC(=O)C2CCCN(S(=O)(=O)c3cnc[nH]3)C2)c1 (stereo unspecified) | -3% | 11% | 8 | -1% | -0.9 | -8% | 2 | 4% | -1
CCN1C(=O)/C(=C/C=C2/SCCN2C)SC1=S | 60%[activator] | -14% | -17 | 7% | -0.8 | 25% | 3 | 1% | -10
O=S(Cc1ccc(Cl)cc1)CC(O)(c1ccccc1)c1ccccc1 (stereo unspecified) | -13% | 3% | 11 | 2% | -0.7 | -1% | 0 | 2% | -1
O=C(COC(=O)C1=COCCO1)NCc1ccc(Cl)cc1 | 18% | 7% | 0 | -11% | -2.8 | -1% | -6 | -2% | -3
CCCc1cc(C(=O)N2CCCC(Cc3cccc(Cl)c3)(C(=O)OCC)C2)n(C)n1 (stereo unspecified) | -10% | -8% | -5 | 6% | -1.5 | -24% | 2 | 11µM* | 1
CN(Cc1ccncc1)C1CC(=O)N(c2ccc(F)cc2)C1=O (stereo unspecified) | 7% | 4% | -6 | 2% | 2.0 | -9% | 2 | 13% | -1
CC1Nc2ncnc(N3CCc4ccccc4C3)c2N(Cc2ccccc2)C1=O (stereo unspecified) | 1% | -5% | 5 | 16% | -0.2 | 0% | -8 | ? | 2
O=C(CSc1ncccn1)NCc1ccc(Cl)cc1 | 5% | 4% | 16 | -5% | 3.7 | -2% | 3 | -8% | -6
COc1cc(/C=C/C(O)=C/C(=O)/C=C/c2ccc(O)cc2)ccc1O | 3% | -12% | 15 | 0% | 1.3 | 40%[activator] | ? | 29% | -1
O=C1C2C3C=CC(O3)C2C(=O)N1Nc1ccccc1 (stereo unspecified) | -4% | -10% | -4 | 4% | 0.1 | -8% | -1 | 8.9µM* | 0
CCOc1cccc(C(=O)NC(=S)Nc2ccccc2)c1 | ? | -26% | -11 | 12% | -0.5 | -4% | 30 | ? | -8
CCCCOC(=O)C1=C(C)Nc2ncnn2C1c1ccc(OC)c(OC)c1 (stereo unspecified) | -4% | -2% | 6 | 12% | -3.1 | 0% | 0 | 0% | 3
O=C(O)c1ccc(Nc2nc(-c3ccccc3)cs2)cc1 | 12% | -6% | -6 | -2% | -1.5 | -21% | -5 | 1% | 2
Cc1ccc(S(=O)(=O)NNC(=O)Nc2ccc(Cl)c(Cl)c2)cc1 | 0% | -3% | 14 | -3% | 0.0 | -2% | 3 | 11% | -6
O=C1COc2ccc(C(=O)COC(=O)/C=C/c3ccc(Br)o3)cc2N1 | -16% | 35µM* | -8 | -18% | 1.2 | ? | -80* | -22% | -5
CCOC1=C2CN(S(=O)(=O)c3ccc(C)cc3)[C@H](c3ccccc3)C[C@@H]2N(S(=O)(=O)c2ccccc2C)[C@H](c2ccccc2)C1 | 1% | 5% | 0 | 2% | 2.9 | -3% | -2 | 18% | 2
CC(C)(C)c1ccc(C(=O)OCC(=O)N2CCC(c3ccccc3)=N2)cc1 | -5% | 3% | 19 | 0% | -0.1 | 2% | -2 | 9% | 0
COc1ccc(-c2cc(C(F)(F)F)n3ncc(C(=O)N(C)Cc4ccccc4)c3n2)cc1 | 69%[activator] | -4% | -4 | ? | -0.9 | -5% | -7 | ? | 0
Cc1cccc(C(=O)N/N=C/c2ccoc2)c1 | -8% | -8%[11.6 µM] | 12 | 0% | -1.7 | -11% | ? | 15% | 3
O=C(CCN1C(=O)C2C3C=CC(C3)C2C1=O)NCCc1ccccc1 (stereo unspecified) | -3% | 16% | 10 | 1% | -3.0 | 24µM* | -7 | 18% | 4
COc1ccccc1C(=O)Nc1ccc(S(=O)(=O)NC2=NCCCCC2)cc1 | -3% | 1%[57.1 µM] | 0 | 1% | -2.3 | -2% | 0 | 32%[activator] | -6
Cc1onc(-c2ccccc2)c1CNC(=O)Nc1ccccc1 | 0% | 9% | -26 | -1% | -1.8 | -6% | -6 | ? | -3
Cc1cc(C)c2c(ccc3ccccc32)n1 | -4% | 3% | 31 | 3% | -0.6 | -3% | 5 | 17% | 3
OC(c1ccccc1)c1nc(-c2cnc3ccccc3c2)cs1 (stereo unspecified) | 2% | 1%[57.1 µM] | 4 | 20% | -0.2 | 2% | 0 | -11% | 3
Cc1cn(CC(=O)NCc2ccccn2)c(=O)[nH]c1=O | 6% | -4% | 49 | 0% | 0.4 | 1% | 6 | 2% | 4
Cc1ccc(SCc2nn(C)c(Cl)c2C=O)cc1 | -5% | -23% | -1 | 26% | -0.1 | -9% | -13 | -19% | -1
CC1CCc2nc(/C(C#N)=C/c3ccncc3)sc2C1 (stereo unspecified) | -17% | 5% | 9 | 12% | -2.3 | -1% | -2 | 6% | 11
COc1ccccc1OCCC(=O)OCCN1C(=O)c2ccccc2C1=O | -12% | 1% | 20 | -3% | -0.2 | 1% | 4 | 5% | 1
Cc1ccc2cc(C(c3nnnn3CC3CCCO3)N3CCc4ccccc4C3)c(=O)[nH]c2c1 (stereo unspecified) | -18% | 2% | 3 | -9% | -4.1 | -21% | -6 | ? | -6
COc1ccc(OCCN2CCC(C(=O)NC(c3ccccn3)c3ccccc3OC)CC2)cc1 (stereo unspecified) | -6% | 11% | -5 | -2% | -0.3 | 0% | -2 | ? | 22
NC(=O)c1cc(-c2ccccc2)nc2ccc(Br)cc12 | 1% | 2% | 33 | 1% | -0.2 | 1% | 1 | 3% | 1

Nothing new here: three of the compounds above.
SMILES | HEK293 tox | WRN helicase inh | D3 antag | GLP-1R agonist | IL-2 act | PLK1 PBD block | PI5P4K alpha inh | GLP-1R inv ag | DRD3 agonist
Cc1cn(CC(=O)NCc2ccccn2)c(=O)[nH]c1=O | 6% | -4% | 49 | 0% | 0.4 | 1% | 6 | 2% | 4
Cc1ccc(SCc2nn(C)c(Cl)c2C=O)cc1 | -5% | -23% | -1 | 26% | -0.1 | -9% | -13 | -19% | -1
CC1CCc2nc(/C(C#N)=C/c3ccncc3)sc2C1 (stereo unspecified) | -17% | 5% | 9 | 12% | -2.3 | -1% | -2 | 6% | 11

Following part:
SMILES | HEK293 tox | WRN helicase inh | D3 antag | GLP-1R agonist | IL-2 act | PLK1 PBD block | PI5P4K alpha inh | GLP-1R inv ag | DRD3 agonist
COc1ccc(-c2nnc(-c3cc4ccccc4oc3=O)o2)cc1 | 4% | 6% | -7 | -7% | 2.0 | -6% | · | -1% | 5
CCCN(CC(=O)Nc1ccccc1C)C(=O)c1cccc(S(=O)(=O)N2CCN(c3ccccc3)CC2)c1 | 3% | 7% | -13 | 0% | -5.1 | -12% | -5 | ? | -6
C[C@@H]1CN([C@@H](C)CO)C(=O)CCCn2nncc2CO[C@H]1CN(C)C(=O)c1ccc(N2CCN(C)CC2)cc1 | 1% | 5% | 0 | -2% | -2.8 | -4% | -10 | 15% | -11
O=C(NCc1cccnc1)Nc1cccc(C(F)(F)F)c1 | 10% | -9% | -20 | -3% | -1.4 | -8% | 8 | -16% | 5
CCOC(=O)N1CCC(NC(=O)c2cc(S(=O)(=O)N3CCC4(CC3)OCCO4)ccc2F)CC1 | -4% | -1% | 18 | -17% | -2.0 | 0% | · | 0% | 3
CCOc1ccc(CNS(=O)(=O)c2c(C)nc3scc(C)n3c2=O)cc1OC | 0% | -3% | ? | 9% | 0.4 | -16% | -7 | 6% | -10
O=C(Nc1cccc2ccccc12)c1ccc(F)cc1 | -8% | 3% | -1 | 9% | 0.6 | -5% | -2 | -19% | -1
CCCCC1(C)NC(=O)N(CC(=O)Nc2cc(S(=O)(=O)N3CCOCC3)ccc2Cl)C1=O (stereo unspecified) | 2% | -3%[11.6 µM] | 13 | -7% | 0.9 | -3% | -25 | 4% | -5
Cn1c(SCc2ccccc2)nc(N)c(N=O)c1=O | -19% | -10% | 3 | 0% | -0.9 | -7% | -2 | -15% | 6
O=C(NCc1cccs1)Nc1cc(Cl)ccc1Cl | 10µM* | 4% | 7 | 32% | -1.6 | -7% | 9 | ? | -3
COc1ccc(C2(C(F)(F)F)NC(=O)N(C)C(=O)N2C)cc1 (stereo unspecified) | 11% | 1% | -15 | -8% | -0.6 | ? | · | 0% | 2
O=C(c1ccco1)n1nc(-c2ccco2)nc1SCc1ccccc1 | 1% | 3% | -4 | -11% | 1.5 | -4% | · | 4% | -40
COc1ccc(N(CC(=O)N2CCN(c3ccccc3F)CC2)S(=O)(=O)c2c(C)n[nH]c2C)cc1 | -29%&-6% | -5% | -14 | 15%&1% | -1.5 | 0% | 0 | 17%&-6% | 10&1
COc1cc(SC)ccc1C(=O)Nc1ccc(Br)cn1 | 2% | 11% | -2 | -6% | -1.0 | 3% | 11 | ? | 0

No enrichment for hits. Share with any hit: about 7.8%.
